Source: PubChem BioAssay (National Center for Advancing Translational Sciences (NCATS))
BCR signal inh: qHTS Assay to Find Inhibitors of Chronic Active B-Cell Receptor Signaling; ABC-DLBCL IkBa-CBG/CBR reporter, luminescence ratio, 4 h; Potency, µM (series often up to 46.1 µM), inactives show top-dose ratio change, negative = lower green/red ratio, most hits filed as inhibitors; actives 0.05% (n = 340,000); AID 493014, 2011; active = well fitted inhibition curve with a large enough effect in the signal ratio, with a control signal flat, not every such curve was filed as active; inconclusive = small, poorly fitted or top-dose-only effect, or effect the other way, or a change in a side signal; the % refers to the signal ratio;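 note: potency is the fitted concentration of half-maximal effect; plate controls were basal doxycycline-induced cells for no effect and cells given 10 µM MG132 for full effect; MG132 reads +100%, hits lower the ratio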
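Doxycycline induced both beetle luciferases in TMD8 lymphoma cells; IKK-driven degradation limits the IkappaBalpha-fused green signal, while red luminescence normalises for cell number and nonspecific effects. Compounds tested up to 46 uM, 4 hrs.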
PKM2 act: qHTS Assay for Activators of Human Muscle isoform 2 Pyruvate Kinase; purified PKM2, Kinase-Glo ATP luminescence, activation; response scale: 0% is enzyme alone, no compound; Pyruvate kinase PKM (Homo sapiens), P14618; Potency, µM (series often up to 57.5 µM), for inactives: at the highest dose activation, hits mostly activators; actives 0.34% (n = 260,000); note: potency is the fitted concentration of half-maximal effect; % is set by controls: 0 for no effect and ±100 for the full control effect; nearly all actives have a fitted effect of over 55% in size
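Purified hPK-M2 (>95% pure) converted ADP (0.1 mM final) to ATP with 0.5 mM PEP in 50 mM imidazole pH7.2, KCl, MgCl2, Tween 20, BSA; 1 h at room temperature. ATP detected by Kinase-Glo luminescence.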
hERG WT inh: qHTS for Inhibitors of KCHN2 3.1: Wildtype qHTS; U2OS, BacMam KCNH2, thallium flux FluxOr; stronger effect = lower value; activity change, % at 1.84 µM; actives 0.37% (n = 340,000); AID 720551, 2013; Voltage-gated inwardly rectifying potassium channel KCNH2 (Homo sapiens), Q12809;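 active = maximum activity change below -70%; inconclusive = maximum activity change between -70% and -50%; inactive = maximum activity change above -50%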; note: % is set by controls: 0 for no effect and ±100 for the full control effect
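U2OS cells transduced with wild-type KCNH2 virus are loaded with FluxOr dye for 45 min, and thallium flux is measured in kinetic reads before and after stimulation buffer. Rate constants are normalized to DMSO controls.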
Mito fusion yeast: qHTS Assay for Small Molecule Inhibitors of Mitochondrial Division or Activators of Mitochondrial Fusion | AID 485298, 2010 | actives 0.23% (n = 320,000) | Potency, µM (titrated, usually from 46.1 µM), for the others: top-dose growth rescue (activation), hits mostly activators | S. cerevisiae fusion-defective mutant growth rescue, CellTiterGlo 48 h;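 note: potency is the fitted concentration of half-maximal effect; % of control where 0% means no effect; nearly all actives have a fitted effect of over 45% in size; temperature-sensitive fusion mutants such as fzo1-1 at 37 °C on non-fermentable ethanol glycerol medium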
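Compounds are tested for their ability to restore growth of mitochondrial fusion-defective yeast strains at non-permissive 37C in YPEG medium over 48 hours. Viability is quantified by luciferase luminescence.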
TSHR antag: Antagonists of the Thyroid Stimulating Hormone Receptor: HTS campaign. Thyrotropin receptor (Homo sapiens), P16473. TSHR-expressing cells, TSH-stimulated cAMP HTRF, 2 h; stronger effect = lower value. activity change, negative = inhibition, % at 11.5 µM. actives 0.2% (n = 330,000). AID 504810, 2011;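 active = activity change below a set negative limit, meaning inhibition stronger than a set level, cut at about -70% in these data; inconclusive = activity change between two set negative limits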; note: % is set by controls: 0 for no effect and ±100 for the full control effect
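Read-out is FRET at 665 nm (cryptate excitation 337 nm) from a cryptate-tagged anti-cAMP antibody, competed by cell cAMP against cAMP-d2. Compounds are tested on freshly harvested TSHR cells challenged with 4nM TSH (EC80) for 2 hours at 37 deg C.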
Menin-MLL TR inh: qHTS Assay for Inhibitors Targeting the Menin-MLL Interaction in MLL Related Leukemias: Competition With Texas Red Labeled MLL-derived Mutant Peptide; O00255; Menin + Texas Red MLL mutant peptide, fluorescence polarization; Potency, µM (doses to about 61.6 µM), for the others: at the highest dose FP activity change, negative = inhibition, most hits filed as inhibitors; actives 0.23% (n = 270,000); AID 1768, 2009; active = well fitted inhibition curve with a large enough effect in the polarisation, with a control signal flat, not every such curve was filed as active; inconclusive = small, poorly fitted or top-dose-only effect, or effect the other way, or a change in a side signal; inactive = no such curve, though single readings can be large or run the other way; the % refers to the polarisation; note: potency is the fitted concentration of half-maximal effect; % of control where 0% means no effect; many of its hits are not listed in these tables
GALK inhibitor: qHTS Assay for Inhibitors of Human Galactokinase (GALK). Purified GALK, Kinase-Glo residual ATP luminescence. Potency, µM (top dose mostly 57.5 µM), without a hit: at the highest dose activity change, negative = inhibition, most hits filed as inhibitors. P51570. AID 1868, 2009. actives 0.007% (n = 270,000); note: potency is the fitted concentration of half-maximal effect; % is set by controls: 0 for no effect and ±100 for the full control effect
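5 nM enzyme, 35 uM ATP, 100 uM galactose, 20 mM HEPES pH8.0, 5 mM MgCl2; 1 h RT; residual ATP by Kinase-Glo Plus luminescence, qHTS format.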
USP2a inh: qHTS Assay for Inhibitors of Ubiquitin-specific Protease USP2a Using CHOP2 as the Reporter | USP2 core, Ub-CHOP2 coupled fluorogenic reporter, 485/531 | Potency, µM (series often up to 38.3 µM), for inactives: top-dose activity change, negative = inhibition, usual class: inhibitors | actives 0.01% (n = 330,000) | AID 463254, 2010;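 note: potency is the fitted concentration of half-maximal effect; plate controls were DMSO wells for no effect and full inhibition by NEM control for full effect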
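USP2 core (10nM final) preincubated 30min RT with compound in 20mM Tris-HCl pH 8.0, 2mM CaCl2, 2mM beta-mercaptoethanol, 0.05% CHAPS; 25nM Ub-CHOP2 plus 25nM reporter substrate added, fluorescence (Ex485/Em531) read after 60min.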
S-ASM inh: Inhibitors of Secretory Acid Sphingomyelinase (S-ASM): qHTS | Sphingomyelin phosphodiesterase (Homo sapiens), P17405 | placental ASM, HMU-PC fluorogenic substrate, 60 min | Potency, µM (highest dose often 57.5 µM), for the others: at the top dose activity change, negative = inhibition, usual class: inhibitors | actives 0.006% (n = 340,000); note: potency is the fitted concentration of half-maximal effect
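qHTS format. ASM enzyme prepared from human placenta hydrolyses the fluorogenic substrate HMU-PC0 (9 uM final) over 60 min at 37 °C after a 10 min compound preincubation.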
MBNL1-CUG inh: qHTS Assay for Inhibitors of MBNL1-poly(CUG) RNA binding. Muscleblind-like protein 1 (Homo sapiens), Q9NR56. TR-FRET MBNL1-His/biotin-(CUG)12 binding, 665/545 ratio. actives 0.036% (n = 280,000). AID 2675, 2010. Potency, µM (doses to about 57.5 µM), for inactives: at the top dose activity change, negative = inhibition, actives largely listed as inhibitors; active = well fitted inhibition curve with a large enough effect in the signal ratio, with a control signal flat, not every such curve was filed as active; inconclusive = small, poorly fitted or top-dose-only effect, or effect the other way, or a change in a side signal; inactive = no such curve, though single readings can be large or run the other way; the % refers to the signal ratio; note: potency is the fitted concentration of half-maximal effect; % is set by controls: 0 for no effect and ±100 for the full control effect
Target sequence (Q9NR56 whole entry, looked up): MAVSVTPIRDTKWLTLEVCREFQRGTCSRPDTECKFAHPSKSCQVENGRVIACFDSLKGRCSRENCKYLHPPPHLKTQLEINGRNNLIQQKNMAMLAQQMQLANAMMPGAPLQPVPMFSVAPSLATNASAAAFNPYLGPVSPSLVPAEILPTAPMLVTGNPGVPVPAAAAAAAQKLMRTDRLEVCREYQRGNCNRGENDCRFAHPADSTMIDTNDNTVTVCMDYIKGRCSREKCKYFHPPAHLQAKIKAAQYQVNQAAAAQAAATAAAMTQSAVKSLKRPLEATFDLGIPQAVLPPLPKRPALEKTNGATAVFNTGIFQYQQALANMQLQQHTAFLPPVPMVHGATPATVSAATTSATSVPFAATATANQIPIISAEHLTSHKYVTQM
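Ratiometric TR-FRET (665 over 545 nm, excitation 340 nm) tracks disruption of MBNL1-His/biotin-(CUG)12 complex after 60 min at room temperature, with compounds at 92 nM to 58 uM final.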
Eya2 inh: qHTS Assay for Inhibitors of the Phosphatase Activity of Eya2 | recombinant Eya2, OMFP fluorescence dephosphorylation (OMFP is methylfluorescein phosphate) | Potency, µM (top dose mostly 76.9 µM), without a hit: top-dose activity, negative = inhibition, hits mostly inhibitors | actives 0.006% (n = 330,000); note: potency is the fitted concentration of half-maximal effect; % is set by controls: 0 for no effect and ±100 for the full control effect
Target sequence (O00167 whole entry, looked up): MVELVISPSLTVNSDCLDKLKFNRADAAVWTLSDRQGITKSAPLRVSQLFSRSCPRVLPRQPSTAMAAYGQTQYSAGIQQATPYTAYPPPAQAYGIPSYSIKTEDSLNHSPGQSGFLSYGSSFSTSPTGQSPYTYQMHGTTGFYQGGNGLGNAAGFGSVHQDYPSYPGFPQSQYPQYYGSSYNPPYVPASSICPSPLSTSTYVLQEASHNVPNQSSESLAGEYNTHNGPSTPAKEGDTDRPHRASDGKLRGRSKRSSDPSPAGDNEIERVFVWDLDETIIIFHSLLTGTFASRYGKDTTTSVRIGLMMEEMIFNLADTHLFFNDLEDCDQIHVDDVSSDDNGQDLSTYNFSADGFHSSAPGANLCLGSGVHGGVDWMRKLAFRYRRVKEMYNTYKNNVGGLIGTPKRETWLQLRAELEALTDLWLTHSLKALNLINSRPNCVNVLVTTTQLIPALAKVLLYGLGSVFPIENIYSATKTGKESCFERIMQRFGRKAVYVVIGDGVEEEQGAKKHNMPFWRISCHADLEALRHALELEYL
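Eya2 protein (added as 0.2 uM solution) was preincubated with compound for 10 min at ambient temperature in 50 mM HEPES pH 7.5, 50 mM NaCl, 5 uM MgCl2, 0.05% BSA, 1 mM DTT. OMFP (added at 50 uM) then reacted 10 min; fluorescence read at 485/525 nm.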
Starred values were filed as active, the others as inactive; ? = inconclusive; . = not tested or not shown; [ ] = dose if it differs, or a comment. Unless noted, calls come from the whole dose curve; as a rule, active = well fitted curve in the direction sought with a large enough effect; inconclusive = small, poorly fitted or top-dose-only effect, or another doubt; inactive = no such curve, though single readings can be large; an effect the other way counts as inactive or inconclusive.

SMILES | BCR signal inh | PKM2 act | hERG WT inh | Mito fusion yeast | TSHR antag | Menin-MLL TR inh | GALK inhibitor | USP2a inh | S-ASM inh | MBNL1-CUG inh | Eya2 inh
CC1Cc2cc(/C(O)=C3/C(=O)C(=O)N(CCCn4ccnc4)C3c3ccc(F)cc3)ccc2O1 (stereo not drawn) | 8% | -6% | 2 | -7% | 12 | 0% | 0% | 3% | 2% | 23% | 3%
COC(=O)COc1ccc(S(=O)(=O)NCCC2=CCCCC2)cc1Cl | 1% | -5% | -20 | 1% | -6 | 9% | -1% | -6% | -3% | 3% | -26%
Cc1cc(C(=O)NNC(=O)c2ccc(C(F)(F)F)cc2)no1 | -15% | -3% | 7 | -3% | 0 | . | . | -1% | 7% | -5% | 4%
O=C(COC(=O)c1cccnc1Cl)NCc1ccc(F)cc1 | ? | . | 6 | . | -3 | . | . | -2% | 0% | . | 6%
NC(=O)c1ccc(NC(=O)c2ccc(COc3ccccc3Br)cc2)cc1 | -6% | . | -13 | -7% | -1 | . | . | 2% | 0% | . | 12%
Cc1cccc(NC(=S)NC(=O)c2ccco2)n1 | 0% | 5% | -1 | -8% | 8 | 4% | 0% | 4% | 7% | -3% | 5%
COc1ccc(C(=O)OCC(=O)N(C)C2CCS(=O)(=O)C2)cc1S(=O)(=O)N(C)Cc1ccccc1 (stereo not drawn) | ? | . | -11 | -2% | 15 | . | . | 2% | 1% | . | -1%
Cc1cccc(Sc2c(C=O)c3ccccc3n2C)c1 | ? | 8% | -4 | 14% | -13 | -11% | -2% | 1% | -6% | 29% | 0%
COc1cccc(CN(CC2CCCO2)S(=O)(=O)c2ccc(-n3cnnn3)c(OC)c2)c1 (stereo not drawn) | 17% | 3% | 0 | 4% | 5 | -12% | 2% | 3% | -2% | 14% | 0%
O=C(Nc1ccccc1C(=O)O)/C(=C/c1ccc([N+](=O)[O-])cc1)NC(=O)c1ccc(Br)o1 | 17% | 7% | 3 | 1% | 13 | ? | 6% | 3% | -5% | 4% | 2%
CN1CCN(S(=O)(=O)c2cccc(C(=O)Nc3ccccc3N3CCCCC3)c2)CC1 | 8% | . | -13 | 15% | 3 | . | . | 3% | 4% | . | 2%
COc1ccc2cc(CN(Cc3ccco3)C(=S)NCC3CCCO3)c(=O)[nH]c2c1 (stereo not drawn) | -4% | -2% | 6 | -2% | 9 | 16% | 3% | 1% | 0% | -7% | -8%
COc1ccc(Cl)cc1NS(=O)(=O)c1cccc(C(=O)NCC(c2ccco2)N2CCCC2)c1 (stereo not drawn) | ? | . | 5 | 1% | 0 | . | . | 2% | 3% | . | 16%
O=C(CCCC1=NS(=O)(=O)c2ccccc2N1)NCCc1ccc(Cl)cc1 | -8% | . | -8 | 0% | -9 | . | 0% | -1% | -2% | -3% | -6%
O=C(COC(=O)C12CC3CC(CC(C3)C1)C2)NC12CC3CC(CC(C3)C1)C2 | 4% | 0% | -4 | 4% | ? | ? | 1% | 0% | -1% | 1% | 14%
CN(C)/C=C(\C#N)C(=O)Nc1ccc(F)c(Cl)c1 | 1% | 2% | -1 | -1% | 0 | . | -2% | 1% | 9% | -5% | -6%
COc1ccc(-c2n[nH]c(=S)n2-c2ccc3c(c2)OCCO3)cc1 | ? | -18% | -8 | -3% | -23 | 6% | -2% | 3% | -1% | 14% | 6%
CCOc1ccc(S(=O)(=O)Nc2ccc(C(=O)N3CCCC3)cc2)cc1C(N)=O | 4% | . | 6 | 0% | 31 | . | 2% | 0% | 5% | -1% | 10%
CCc1ccc(OCC(=O)N2CCN(c3ccccc3F)CC2)cc1 | 1% | 0% | 4 | 3% | -4 | ? | -1% | 0% | -3% | 1% | -3%
COc1ccc(-n2ncc3c2CC(C)(C)CC3NC(=O)CCc2c(C)noc2C)cc1 (stereo not drawn) | 2% | -4% | -3 | 2% | -1 | . | -4% | 2% | 2% | 3% | -3%
CC(=O)Cn1c(CN2CCN(C(=O)c3ccco3)CC2)nc2c1c(=O)n(C)c(=O)n2C | 5% | . | -3 | 2% | 3 | -17% | 0% | 2% | 4% | -1% | 0%
O=C(CSC1CCCCC1)Nc1ccccc1Br | 4% | 1% | 1 | 7% | -5 | -3% | 1% | -1% | -2% | -15% | -5%
CN1CCN(S(=O)(=O)c2ccc3[nH]cc(C(=O)O)c(=O)c3c2)CC1 | 0% | 0% | -9 | 2% | -1 | -2% | -1% | 3% | 72%[activator] | 4% | 5%
COc1ccc(/C=N/N(c2ccccc2)c2ccccc2)cc1O | 9% | . | 17 | -28% | 6 | . | -7% | 0% | -14% | 6% | -8%
COC(=O)c1cc(OC)c(OC)cc1NC(=O)Cc1cccs1 | 20% | -8% | -13 | 8% | 49 | ? | 1% | 0% | -2% | 5% | -4%

(list continues)
SMILES | BCR signal inh | PKM2 act | hERG WT inh | Mito fusion yeast | TSHR antag | Menin-MLL TR inh | GALK inhibitor | USP2a inh | S-ASM inh | MBNL1-CUG inh | Eya2 inh
Cn1c(Cc2cccs2)nnc1SC/C=C/c1ccccc1 | 8% | -5% | -7 | -2% | -9 | -15% | -2% | 0% | -2% | 0% | -12%
COc1ccc(C(=O)Nc2ccc(S(=O)(=O)N3CCCCC3)cc2)cc1 | ? | 0% | 8 | 9% | -2 | ? | -2% | -6% | -7% | 2% | -9%
O=C(CC1SC(N2CCCC2)=NC1=O)Nc1ccc(C(=O)N2CCCC(C(F)(F)F)C2)cc1 (stereo not drawn) | ? | . | 0 | 4% | 16 | . | . | -1% | 2% | . | -5%
CC(NC(=O)/C=C/c1ccccc1[N+](=O)[O-])C1CC2CCC1C2 (stereo not drawn) | 0% | -1% | -8 | -6% | -17 | ? | 0% | -2% | -3% | 9% | -3%
CCOC(=O)c1nnn(-c2nonc2N)c1-c1ccc(OC)cc1 | ? | -5% | 2 | -2% | -5 | -8% | 1% | 2% | 1% | -3% | 4%
CC1CCN(S(=O)(=O)c2cccc(-c3cn4cc(Cl)ccc4n3)c2)CC1 | ? | 0% | -3 | 2% | -6 | -1% | -3% | 1% | -5% | -2% | -1%
COc1ccc(-n2nc(C(=O)NCC(=O)Nc3cc(OC)c(OC)c(OC)c3)c3ccccc3c2=O)cc1OC | 17% | -16% | 2 | -5% | -117* | -1% | -4% | 1% | -2% | 85%[activator] | -18%
COc1ccc(C)cc1Nc1n[n+](C)c(-c2ccc(O)cc2O)s1 | -10% | -5% | 0 | 0% | 7 | 3% | . | -3% | 4% | -5% | -2%
Cc1ccnc(SCCn2c(N3CCN(C)CC3)nc3c2c(=O)[nH]c(=O)n3C)n1 | 1% | -4% | . | 0% | -4 | -7% | -3% | -1% | . | -5% | 1%
CCc1ccc(NC(=O)CSc2nnc(CNC(=O)c3ccc(OC)cc3)o2)cc1 | -10% | . | -2 | 2% | 6 | . | -5% | -1% | 1% | -4% | 5%
O=C1C2CCCN2C(=O)N1CCCCN1CCN(c2cccc(C(F)(F)F)c2)CC1 (stereo not drawn) | 0% | -2% | 24 | 0% | 13 | 10% | 0% | 0% | 1% | -2% | 4%
Cc1c(OCC(=O)NCCCn2ccnc2)ccc2c3c(c(=O)oc12)CCC3 | 1% | . | -6 | -29% | -6 | . | 2% | 3% | -1% | -8% | -7%
COc1ccc(N(C)S(=O)(=O)c2cccc3cccnc23)c(OC)c1 | -11% | 1% | -2 | -1% | -5 | 12% | -5% | 4% | -2% | -23% | 6%

Some of the compounds tested. The share of hits here may be higher or lower than overall.
